CD11b adhes inh: inhibitors of CD11b/CD18 adhesion to fibrinogen, primary screen, K562 cells, luminescence; Integrin beta-2 (Homo sapiens) + Integrin alpha-M (Homo sapiens), P05107+P11215; ATPlite luminescence; Mn2+ added to activate the integrin; inhibition, % at 10 µM; 93,000 compounds, 0.54% hits; AID 1497, 2009;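 active = primary inhibition of 50% or more at 10 µM, then 40% or more on retest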; note: some results filed as inactive read as strong as hits
sEH inh: soluble epoxide hydrolase inhibitors, primary screen, biochemical, human sEH; Bifunctional epoxide hydrolase 2 (Homo sapiens), P34913; recombinant human sEH enzymatic activity assay; inhibition, % at 2 µM; 91,000 compounds, 0.34% hits; AID 707, 2007; in the data active = inhibition above about 80%; note: values of inactives mirror those of a sister screen read the other way; many of its hits are not listed in these tables
Target sequence (P34913 whole entry, looked up): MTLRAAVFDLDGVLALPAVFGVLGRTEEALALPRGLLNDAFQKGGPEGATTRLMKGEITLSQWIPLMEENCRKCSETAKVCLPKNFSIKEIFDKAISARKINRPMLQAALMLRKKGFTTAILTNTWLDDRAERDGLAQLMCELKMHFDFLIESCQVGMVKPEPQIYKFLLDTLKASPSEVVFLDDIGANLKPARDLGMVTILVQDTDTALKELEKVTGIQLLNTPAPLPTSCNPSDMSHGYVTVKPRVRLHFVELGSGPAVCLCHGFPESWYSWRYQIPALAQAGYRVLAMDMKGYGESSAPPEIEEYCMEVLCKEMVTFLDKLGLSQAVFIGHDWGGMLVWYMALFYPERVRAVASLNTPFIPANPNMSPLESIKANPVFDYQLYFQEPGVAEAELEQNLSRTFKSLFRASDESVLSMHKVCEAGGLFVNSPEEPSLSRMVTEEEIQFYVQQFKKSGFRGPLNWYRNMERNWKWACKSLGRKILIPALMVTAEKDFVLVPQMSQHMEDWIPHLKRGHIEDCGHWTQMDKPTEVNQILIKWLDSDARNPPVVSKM
ERa coact pot: enhancers of ERα–SRC-1 coactivator binding, primary screen, biochemical, TR-FRET, ERα LBD, low estradiol. coactivator binding (% of control), % at 25.6 µM. TR-FRET ERalpha-LBD/SRC-Cy5 coactivator binding, 2 h; 100 = basal binding, no effect. 86,000 compounds, 1.3% hits. Estrogen receptor (Homo sapiens), P03372; in the data active = activity above about 200%;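 note: binding measured in presence of low estradiol as agonist stimulus; 0% = peptide alone without receptor and 100% = receptor with peptide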
Smad3 inh: Smad3/FoxH1 peptide binding inhibitors, primary screen, biochemical, TR-FRET | TR-FRET Smad3/Dy647-FoxH1 peptide binding, europium anti-His | 88,000 compounds, 0.29% hits | Mothers against decapentaplegic homolog 3 (Homo sapiens), P84022 | AID 630, 2007 | inhibition, % at 25 µM;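 active = compounds that reduce the energy-transfer binding signal between the protein and its labelled peptide by more than half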;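 note: 0% = Smad3 plus labelled peptide maximal FRET and 100% = peptide-only background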
MT1-MMP txn act: MT1-MMP promoter reporter activation – cell-based, luciferase luminescence, primary screen; 86,000 compounds, 0.16% hits; activation factor at 10 µM; HT1080 MT1-MMP promoter luciferase reporter, overnight; hits give high values;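 active = activation factor of at least 2 for MT1-MMP transcription at 10 µM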
Calb biofilm kill: clotrimazole potentiators killing Candida biofilms, primary screen, with clotrimazole, Alamar Blue | inhibition, % at 6 µM | 85,000 compounds, 0.14% hits | C. albicans biofilm + clotrimazole | AID 834, 2007;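 active = inhibition above 20%; inactive = inhibition below 20%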;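 note: preformed 24 hr biofilms exposed to compound for 48 hr; 0% = biofilm without compound and 100% = blank killed by clotrimazole plus chlorhexidine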
ERb SRC1 inh: inhibitors of ERβ-SRC1 coactivator interaction, primary screen, biochemical, TR-FRET, ERβ LBD, SRC-1 peptide | Estrogen receptor beta (Homo sapiens), Q92731 | 86,000 compounds, 1.3% hits | AID 633, 2007 | TR-FRET ER-beta LBD / SRC1-Cy5 peptide binding; receptor agonist-loaded with 1 µM estradiol | inhibition, % at 25.6 µM;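 active = compounds whose percent inhibition of the receptor-coactivator binding signal exceeds about 50% in the single-dose screen, limit read from the data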;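 note: 0% = receptor plus peptide wells without compound and 100% = peptide-only wells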
Target sequence (Q92731 whole entry, looked up, the tested form may be a part): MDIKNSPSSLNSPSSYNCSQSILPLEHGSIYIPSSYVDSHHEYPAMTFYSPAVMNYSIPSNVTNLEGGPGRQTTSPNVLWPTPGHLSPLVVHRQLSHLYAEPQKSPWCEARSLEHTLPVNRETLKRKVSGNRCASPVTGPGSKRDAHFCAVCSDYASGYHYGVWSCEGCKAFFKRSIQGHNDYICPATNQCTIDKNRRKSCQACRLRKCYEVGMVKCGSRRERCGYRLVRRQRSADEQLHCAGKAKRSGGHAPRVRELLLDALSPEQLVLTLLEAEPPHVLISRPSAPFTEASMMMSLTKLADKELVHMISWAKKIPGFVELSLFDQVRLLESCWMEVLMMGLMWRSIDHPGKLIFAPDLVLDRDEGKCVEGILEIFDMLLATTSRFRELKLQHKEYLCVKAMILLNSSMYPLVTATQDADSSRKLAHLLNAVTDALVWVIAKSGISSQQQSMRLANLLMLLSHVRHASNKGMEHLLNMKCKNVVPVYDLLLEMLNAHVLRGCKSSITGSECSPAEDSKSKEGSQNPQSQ
CD11b adhes enh: enhancers of CD11b/CD18 adhesion to fibrinogen, primary screen, K562 cells, luminescence; Integrin beta-2 (Homo sapiens) + Integrin alpha-M (Homo sapiens), P05107+P11215; AID 1499, 2009; 93,000 compounds, 0.07% hits; ATPlite luminescence; activation, % at 10 µM;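 active = 10 µM primary screen giving 50% or more activity, confirmed by 40% or more on retest at that dose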; note: strong numbers were not always called active; reference of the scale not given here
sEH act: soluble epoxide hydrolase activators, primary screen, biochemical, human sEH; Bifunctional epoxide hydrolase 2 (Homo sapiens), P34913; purified human sEH enzymatic activity, activator screen; activation, % at 2 µM; 91,000 compounds, 0.04% hits; AID 717, 2007; in the data active = activation above about 37%; note: values of inactives mirror those of a sister screen read the other way
The depositor's hits bear a star; x = no result given; [ ] = another dose, or the depositor's remark. Only part of the results is shown; rates above refer to the full screens.

(1) Cc1csc(NC(=O)C2CCCN2C(=O)Oc2ccccc2)n1 (stereo unspecified)
(2) NC(=O)c1ncc(C(F)(F)F)cc1Oc1cccc(C(F)(F)F)c1
(3) CC1(C)OC(=O)N(c2ccccc2)C12C=Cc1cc(Br)ccc1O2 (stereo unspecified)
(4) O=C(CC1NC2CCCCC2NC1=O)Nc1ccc2c(c1)OCO2 (stereo unspecified)
(5) O=C(NCC(=O)N(c1ccc2c(c1)OCCO2)C(C(=O)NC1CCCC1)c1ccco1)c1ccco1 (stereo unspecified)
(6) [O-][N+]1=c2ccc(Nc3ccccc3)cc2=NC12CCCCC2

assay / compound,1,2,3,4,5,6
CD11b adhes inh,-6,-10,29,4,x,3
sEH inh,x,-6,-3,-1,7,19
ERa coact pot,106,113,95,110,102,146[fluorescence artefact?]
Smad3 inh,-5,-11,-2,0,4,19[fluorescence artefact?]
MT1-MMP txn act,1,1.1,1.1,1,1.1,0.6
Calb biofilm kill,8,3,4,4,6,7
ERb SRC1 inh,-3,-4[fluorescence artefact?],-1,13,2[fluorescence artefact?],-18[fluorescence artefact?]
CD11b adhes enh,-1,7,0,-2,x,1
sEH act,x,3,0,-4,-8,-19

(7) COc1ccc(CCNC(=O)CSc2nnc(-c3ccc(F)cc3)o2)cc1OC
(8) Cc1ccc(C(=O)N(c2ccccn2)C(C)c2ccco2)cc1C (stereo unspecified)
(9) COc1ccc(-n2c(SCC(N)=O)nc3sc4c(c3c2=O)CCN(C)C4)cc1
(10) O=C(c1ccco1)N1CCN(C(=O)c2cc(-c3ccccc3)nc3ccccc23)CC1
(11) NC(=O)c1ccc(N2CCCCC2)c(N2C(=O)C3C4C=CC(C4)C3C2=O)c1 (stereo unspecified)
(12) C/C=C(/C(=C/C)c1ccc(O)cc1)c1ccc(O)cc1

assay / compound,7,8,9,10,11,12
CD11b adhes inh,3,4,x,x,3,x
sEH inh,21,2,x,0,2,x
ERa coact pot,118[fluorescence artefact?],x,91[fluorescence artefact?],95,93,741*
Smad3 inh,7,x,5,-1,0,3
MT1-MMP txn act,1.1,x,1.2,1.2,1,1.2
Calb biofilm kill,-5,x,7,6,4,4
ERb SRC1 inh,-6,x,6[fluorescence artefact?],-16,10,15
CD11b adhes enh,-3,-4,x,x,-2,x
sEH act,-20,0,x,1,-2,x

Shown with two lines to a compound: 11 of the compounds above.
Below each SMILES – CD11b adhes inh | sEH inh | ERa coact pot | Smad3 inh | MT1-MMP txn act | Calb biofilm kill | ERb SRC1 inh | CD11b adhes enh | sEH act
#2 NC(=O)c1ncc(C(F)(F)F)cc1Oc1cccc(C(F)(F)F)c1
    -10 | -6 | 113 | -11 | 1.1 | 3 | -4[fluorescence artefact?] | 7 | 3
#3 CC1(C)OC(=O)N(c2ccccc2)C12C=Cc1cc(Br)ccc1O2 (stereo unspecified)
    29 | -3 | 95 | -2 | 1.1 | 4 | -1 | 0 | 0
#4 O=C(CC1NC2CCCCC2NC1=O)Nc1ccc2c(c1)OCO2 (stereo unspecified)
    4 | -1 | 110 | 0 | 1 | 4 | 13 | -2 | -4
#5 O=C(NCC(=O)N(c1ccc2c(c1)OCCO2)C(C(=O)NC1CCCC1)c1ccco1)c1ccco1 (stereo unspecified)
    x | 7 | 102 | 4 | 1.1 | 6 | 2[fluorescence artefact?] | x | -8
#6 [O-][N+]1=c2ccc(Nc3ccccc3)cc2=NC12CCCCC2
    3 | 19 | 146[fluorescence artefact?] | 19[fluorescence artefact?] | 0.6 | 7 | -18[fluorescence artefact?] | 1 | -19
#7 COc1ccc(CCNC(=O)CSc2nnc(-c3ccc(F)cc3)o2)cc1OC
    3 | 21 | 118[fluorescence artefact?] | 7 | 1.1 | -5 | -6 | -3 | -20
#8 Cc1ccc(C(=O)N(c2ccccn2)C(C)c2ccco2)cc1C (stereo unspecified)
    4 | 2 | x | x | x | x | x | -4 | 0
#9 COc1ccc(-n2c(SCC(N)=O)nc3sc4c(c3c2=O)CCN(C)C4)cc1
    x | x | 91[fluorescence artefact?] | 5 | 1.2 | 7 | 6[fluorescence artefact?] | x | x
#10 O=C(c1ccco1)N1CCN(C(=O)c2cc(-c3ccccc3)nc3ccccc23)CC1
    x | 0 | 95 | -1 | 1.2 | 6 | -16 | x | 1
#11 NC(=O)c1ccc(N2CCCCC2)c(N2C(=O)C3C4C=CC(C4)C3C2=O)c1 (stereo unspecified)
    3 | 2 | 93 | 0 | 1 | 4 | 10 | -2 | -2
#12 C/C=C(/C(=C/C)c1ccc(O)cc1)c1ccc(O)cc1
    x | x | 741* | 3 | 1.2 | 4 | 15 | x | x

The results go on:
(13) O=C(CSc1nnc(-c2ccccc2Cl)o1)Oc1ccc(Br)cc1
(14) N#CC1=C(N)OC2=C(C(=O)CCC2)C1c1ccccc1 (stereo unspecified)
(15) COc1ccc(S(=O)(=O)NC2(C(F)(F)F)N=C3SCCN3C2=O)cc1 (stereo unspecified)
(16) CCCn1cnc2c(c1=O)c1nc3ccccc3nc1n2Cc1ccccc1OC
(17) S=C(NCCC(c1ccccc1)c1ccccc1)Nc1ccc(Cl)cc1
(18) NC(=O)c1cc(N2C(=O)C3CC=CCC3C2=O)ccc1N1CCCCC1 (stereo unspecified)

assay / compound,13,14,15,16,17,18
CD11b adhes inh,x,-3,x,-31,6,5
sEH inh,2,6,-1,4,47,5
ERa coact pot,99,120,107,x,x,89[fluorescence artefact?]
Smad3 inh,2,-7,6,x,x,-18
MT1-MMP txn act,1.2,1.1,1.1,0.9,x,1.1
Calb biofilm kill,3,1,2,x,x,4
ERb SRC1 inh,7,-3,-5,x,x,28[fluorescence artefact?]
CD11b adhes enh,x,-5,x,3,-15,1
sEH act,3,-6,0,-1,-46,-1

(19) OCCN1CCN(c2nc(-c3ccccc3)c3cc(Cl)ccc3n2)CC1
(20) Cc1ccc(CS(=O)(=O)Cc2ccc(C(=O)NCCCN3CCOCC3)o2)cc1
(21) Cc1cc(C(=O)CSC(C)c2nc3ccccc3c(=O)[nH]2)c(C)n1C (stereo unspecified)
(22) O=C1CN(C(=O)COC(=O)C2CC(=O)N(Cc3ccco3)C2)c2ccccc2N1 (stereo unspecified)
(23) Cn1cc(SCC(=O)N2CCN(c3ccccc3)CC2)c2ccccc21
(24) O=c1nc2ccccc2c2n1CC(CN1CCN(c3ccc(F)cc3)CC1)N2 (stereo unspecified)

assay / compound,19,20,21,22,23,24
CD11b adhes inh,x,x,-11,-5,11,-18
sEH inh,-9,-11,-24,x,-4,0
ERa coact pot,89,120,108,93,93[fluorescence artefact?],x
Smad3 inh,-1,11,-2,10,8[fluorescence artefact?],x
MT1-MMP txn act,1,1.2,1.1,1.1,1,x
Calb biofilm kill,8,5,5,2,-2,x
ERb SRC1 inh,4,-8,19,17,34[fluorescence artefact?],x
CD11b adhes enh,x,x,3,-2,1,0
sEH act,6,10,24,x,6,1

(25) N#Cc1c(N)[nH]c(=S)c(C#N)c1-c1ccccc1
(26) COC(=O)CC(NC(=O)c1ccco1)c1cccc2ccccc12 (stereo unspecified)
(27) COc1ccc(-c2[nH]ncc2/C=N\NS(=O)(=O)c2ccc(Cl)cc2)cc1
(28) CC(C)NC(NC(=O)Cc1ccccc1)C(Cl)(Cl)Cl (stereo unspecified)
(29) O=C(Nc1ccc(Cl)cc1)OCCn1nnnc1C(c1ccccc1)N1CCOCC1 (stereo unspecified)
(30) CN(C)c1nc(N2CCN(c3ccc(F)cc3)CC2)c(C#N)c(=O)o1

assay / compound,25,26,27,28,29,30
CD11b adhes inh,-4,-12,1,16,-13,-2
sEH inh,16,1,1,11,15,4
ERa coact pot,87,101,x,x,x,x
Smad3 inh,13[fluorescence artefact?],2,x,x,x,x
MT1-MMP txn act,1.1,1.3,x,x,1.1,x
Calb biofilm kill,7,5,x,x,x,x
ERb SRC1 inh,7,-6,x,x,x,x
CD11b adhes enh,0,-3,-4,-3,8,-4
sEH act,-16,0,1,-8,-13,-5

(31) Cc1ccc(S(=O)(=O)n2cnc3ccccc32)cc1
(32) COc1cccc(C(=O)Nc2ccc(F)c(F)c2F)c1
(33) CCN(Cc1cc2ccc(C)cc2[nH]c1=O)C(=O)c1ccncc1
(34) CCc1cc2c(=O)c(-c3nc4ccccc4[nH]3)coc2c(CN2CCCC(C)C2)c1O (stereo unspecified)
(35) Cc1nc(SCC(=O)c2ccc(Cl)cc2)c([N+](=O)[O-])[nH]1
(36) Cc1ccc(NC(=O)C(C)Sc2nc(=O)cc(N)n2-c2ccccc2)cc1 (stereo unspecified)

assay / compound,31,32,33,34,35,36
CD11b adhes inh,x,x,-7,x,11,7
sEH inh,10,8,-14,x,-9,-3
ERa coact pot,103,97,126,105[fluorescence artefact?],x,102
Smad3 inh,-6,2,1,2,x,12
MT1-MMP txn act,1.2,1.3,1.1,1.3,x,1.2
Calb biofilm kill,0,3,3,4,x,5
ERb SRC1 inh,-10,3,-1[fluorescence artefact?],1,x,-1
CD11b adhes enh,x,x,0,x,-3,-4
sEH act,-7,-4,16,x,10,1

(37) CC(C)C(NC(=O)C(c1ccccc1)c1ccccc1)c1nc2ccccc2[nH]1 (stereo unspecified)
(38) CCOC(=O)C1=C(C)C(c2ccccc2O)NC(=O)N1 (stereo unspecified)
(39) CCOc1ccccc1CN1CCN(S(C)(=O)=O)CC1
(40) CCOc1ccc(NC(=O)CCSc2nnc(C)s2)cc1
(41) Cc1csc(SCC(=O)c2ccc(S(=O)(=O)N3CCOCC3)cc2)n1
(42) COc1ccccc1N1CCN(C(=O)CSc2nc3ccccc3o2)CC1

assay / compound,37,38,39,40,41,42
CD11b adhes inh,8,-4,-14,x,0,-9
sEH inh,-19,-8,9,13,x,6
ERa coact pot,x,32,119[fluorescence artefact?],121[fluorescence artefact?],88,74[fluorescence artefact?]
Smad3 inh,x,-3,0,-1,6,-10
MT1-MMP txn act,x,1.3,1.1,1.1,1,1.6
Calb biofilm kill,x,3,3,0,3,7
ERb SRC1 inh,x,0,-12,-4,-3,16
CD11b adhes enh,-2,6,-2,x,1,0
sEH act,17,6,-8,-10,x,-8

(43) CCC(C)NC(=O)C1CCN(c2nc(C)cc(C)n2)CC1 (stereo unspecified)
(44) N#CC1=C(N)N(c2ccccc2)C2=C(C(=O)CCC2)C1c1ccsc1 (stereo unspecified)
(45) CCOC(=O)CN1CC23C=CC(O2)C(C(=O)NCc2ccccc2OC)C3C1=O (stereo unspecified)
(46) COC(=O)c1ccc2c(=O)n(NC(C)=O)c(=S)[nH]c2c1
(47) COc1ccc(-c2nnc(CSc3nc4ccccc4c(=O)n3C)o2)cc1OC
(48) CCCNC(=O)Cc1c(O)c2ccccc2[nH]c1=O
(49) CCc1ccccc1NC(=O)C(Cc1cccc(OC)c1OC)c1nn[nH]n1 (stereo unspecified)

assay / compound,43,44,45,46,47,48,49
CD11b adhes inh,1,0,0,-26,11,-3,-9
sEH inh,-18,x,x,15,-3,-14,4
ERa coact pot,112,112,109,99,111,109,94
Smad3 inh,8,2,3,11[fluorescence artefact?],21[fluorescence artefact?],1,-1
MT1-MMP txn act,1,1.3,1.1,1.1,1,1.1,1.1
Calb biofilm kill,2,3,5,5,6,-8,2
ERb SRC1 inh,-7[fluorescence artefact?],-7,-11,11,0,-10,3[fluorescence artefact?]
CD11b adhes enh,-1,0,1,2,2,-2,-1
sEH act,19,x,x,-12,2,14,-6
